core dimer inh = inhibitors of HCV core protein dimerization, primary screen, biochemical, TR-FRET, high-throughput; TR-FRET GST/Flag-core106 dimerization, 1536-well; inhibition, % at 5 µM; 300,000 compounds, 0.33% hits;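 active = inhibition above the mean of all tested compounds plus 3 SD, set per screening campaign, cut at about 45% in these data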
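Material: GST/Flag-tagged HCV core106 proteins. Incubation: 4 h, 22.5 °C incubation. Read-out basis: inhibition (%) from 671 over 617 nm ratio. Measured by: TR-FRET, excitation 340 nm, emission 617 and 671 nm.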
proCasp7 act = procaspase-7 activators, primary screen, counter-screen for procaspase-3 activator project, biochemical, absorbance, HTS, human | recombinant procaspase-7, Ac-DEVD-pNA absorbance 405 nm; D23A/D198A/D206A triple mutant, cannot self-cleave; scale: DMSO 0, 5 µM enzyme 100 | activation, % at 8.5 µM | 330,000 compounds, 0.093% hits | AID 463210, 2010;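 active = percent activation above the screen-wide mean plus 3 SD, cut at about 25% in these data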
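buffer or medium = Zinc-free HEPES/NaCl buffer, pH 7.4 | material = Procaspase-7 triple mutant (PC-7 D3A) | input = 2 µM procaspase-7 mutant as dispensed | signal = Epi-absorbance of released pNA at 405 nm, two timepoints | timing = 1 h preincubation, 2 h reaction | replicates = singlicate compound testing | evaluation = % activation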
procasp3 activ = activators of human procaspase-3 D3A mutant, primary screen, biochemical, absorbance, PC-3 D3A mutant, single concentration; Caspase-3 (Homo sapiens), P42574; recombinant procaspase-3 D3A, Ac-DEVD-pNA absorbance 405 nm; activation, % at 8.5 µM; 330,000 compounds, 0.11% hits; AID 463141, 2010;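 active = activation above the mean of all tested compounds plus 3 SD, cut at about 21% in these data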;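 note: 0% = DMSO alone and 100% = DMSO wells spiked with extra 5 µM PC-3 D3A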
Target sequence (P42574 whole entry D9A/D28A/D175A): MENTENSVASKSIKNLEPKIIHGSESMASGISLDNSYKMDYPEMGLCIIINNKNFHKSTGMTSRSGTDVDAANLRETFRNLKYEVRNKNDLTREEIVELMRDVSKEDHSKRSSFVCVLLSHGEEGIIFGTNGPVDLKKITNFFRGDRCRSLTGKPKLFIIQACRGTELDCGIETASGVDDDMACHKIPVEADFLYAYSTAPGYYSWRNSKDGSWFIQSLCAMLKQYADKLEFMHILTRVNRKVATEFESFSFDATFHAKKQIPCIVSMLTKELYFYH
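Assay system – Procaspase-3 D3A mutant · Benchmarks – DMSO low control, extra-enzyme high control · Technique – 405 nm absorbance of p-nitroaniline, reads at 0 and 120 min · Doses – 8.5 µM nominal · Measure – % activation between DMSO and enzyme-spiked controls · Also added – Ac-DEVD-pNA chromogenic peptide substrate · Schedule – 1 h compound preincubation, 2 h substrate hydrolysis at 25 °C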
CTSL1 counter = Fasciola hepatica cathepsin L1 inhibitors, primary screen, counter-screen for PFM18AAP inhibitor project, biochemical, QFRET, fluorogenic peptide substrate | AID 1906, 2009 | recombinant F. hepatica cathepsin L1, Z-Leu-Arg-MCA fluorescence | inhibition, % at 5.96 µM | 300,000 compounds, 0.49% hits;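 active = inhibition above the mean of all tested compounds plus 3 SD, set per screening campaign, cut at about 17% in these data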;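 note: 0% = plate median of test compound wells and 100% = 1 µM Z-Phe-Ala-diazomethylketone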
PP1 inh = PP1-alpha phosphatase inhibitors, primary screen, counter-screen for PP5 inhibitor project, biochemical, fluorescence, OMFP substrate, single point; Serine/threonine-protein phosphatase PP1-alpha catalytic subunit (Homo sapiens), P62136; purified PP1alpha; inhibition, % at 6.7 µM; 320,000 compounds, 0.9% hits;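 active = inhibition above the mean inhibition of all tested compounds plus 3 SD, computed separately for each screening campaign, cut at about 15% in these data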
PP5 primary = PP5 phosphatase inhibitors, primary screen, biochemical, fluorescence; purified PP5c, OMFP substrate fluorescence; AID 1987, 2009; 320,000 compounds, 0.18% hits; inhibition, % at 6.7 µM; Serine/threonine-protein phosphatase 5 (Homo sapiens), P53041;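 active = inhibition above the campaign's mean inhibition across all tested compounds plus 3 SD, cut at about 9.5% in these data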;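 note: 0% = DMSO only and 100% = 100 µM cantharidin control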
TPT1 inh = Candida albicans TPT1 enzyme inhibitors, primary screen, biochemical, fluorescence polarization. tRNA 2'-phosphotransferase TPT1 (Candida albicans SC5314). recombinant caTPT1, FP RNA substrate dephosphorylation. inhibition, % at 5 µM. 300,000 compounds, 0.81% hits;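 active = inhibition above the mean of all tested compounds plus 3 SD, set per screening campaign, cut at about 24% in these data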;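 note: plate controls were DMSO alone for no effect and ferristatin control at 100 nM for full effect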
PAFAH2 inh = PAFAH2 enzyme inhibitors, primary screen, biochemical, fluorescence polarization, human | Platelet-activating factor acetylhydrolase 2, cytoplasmic (Homo sapiens), Q99487 | recombinant PAFAH2, FP-rhodamine activity probe | inhibition, % at 3.39 µM | 340,000 compounds, 0.99% hits;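 active = inhibition above the mean over all tested compounds plus 3 SD, cut at about 30% in these data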;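 note: inhibitors block probe labeling of enzyme so polarization drops; 0% = enzyme with DMSO and 100% = wells lacking PAFAH2 protein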
AHR act = AHR activators, primary screen, cell-based, luminescence, luciferase reporter, human; Aryl hydrocarbon receptor (Homo sapiens), P35869; AHR-responsive luciferase reporter cells; activation, % at 5 µM; 320,000 compounds, 2.5% hits; in the data active = activation above about 47%;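 note: 0% = vehicle wells and 100% = reference agonist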
Target sequence (P35869 whole entry, looked up): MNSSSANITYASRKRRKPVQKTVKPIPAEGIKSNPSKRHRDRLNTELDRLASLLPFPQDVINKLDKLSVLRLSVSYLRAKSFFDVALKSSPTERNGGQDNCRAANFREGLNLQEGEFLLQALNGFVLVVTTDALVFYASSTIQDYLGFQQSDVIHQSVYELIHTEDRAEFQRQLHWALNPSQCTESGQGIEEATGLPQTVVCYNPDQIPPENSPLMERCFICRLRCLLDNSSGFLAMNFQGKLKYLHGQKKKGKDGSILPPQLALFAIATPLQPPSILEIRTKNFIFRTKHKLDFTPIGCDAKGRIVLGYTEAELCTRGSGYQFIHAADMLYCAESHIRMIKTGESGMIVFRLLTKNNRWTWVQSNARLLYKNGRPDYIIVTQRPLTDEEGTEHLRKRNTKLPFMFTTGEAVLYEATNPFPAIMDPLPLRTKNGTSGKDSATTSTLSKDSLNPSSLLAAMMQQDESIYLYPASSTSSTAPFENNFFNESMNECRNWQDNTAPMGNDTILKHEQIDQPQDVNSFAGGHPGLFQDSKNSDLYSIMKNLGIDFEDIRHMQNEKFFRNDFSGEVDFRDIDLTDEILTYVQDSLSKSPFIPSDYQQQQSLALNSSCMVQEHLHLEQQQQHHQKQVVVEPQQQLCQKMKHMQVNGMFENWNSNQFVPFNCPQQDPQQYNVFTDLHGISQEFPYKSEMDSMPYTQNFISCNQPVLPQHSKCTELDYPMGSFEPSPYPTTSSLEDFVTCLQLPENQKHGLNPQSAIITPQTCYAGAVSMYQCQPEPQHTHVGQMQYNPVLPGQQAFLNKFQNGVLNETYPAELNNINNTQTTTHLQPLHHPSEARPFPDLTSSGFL
Active calls of the source: *; x = not tested or not shown. Outcome played no part in choosing rows; any-hit rate near 5.6%.

SMILES,proCasp7 act,PP5 primary,procasp3 activ,AHR act,core dimer inh,PP1 inh,PAFAH2 inh,CTSL1 counter,TPT1 inh
CCOc1cc2[nH]c(=O)n(CCC(=O)NCCc3ccc(OC)c(OC)c3)c(=O)c2cc1OCC,8,3.5,-2,2,-2,-4,-4,-4,1
CCc1nnc(NS(=O)(=O)c2ccc(N3C(=O)C4CC=C(Cl)CC4C3=O)cc2)s1 (stereo not given),4,7.4,8,0,0,2,1,1,-3
O=C(Nc1ccc2c(c1)OCO2)C(c1ccccc1)N1CCC2(CC1)OCCO2 (stereo not given),7,1.5,3,11,-4,-2,-5,3,-2
Cc1cc(NC(=O)Nc2ccc(OCc3ccccc3)cc2)n(C)n1,-9,1.3,5,1,7,3,7,-4,0
CCOP(=O)(OCC)C1NC(=O)N(c2ccccc2)C1=O (stereo not given),-3,0.5,4,0,4,-4,-1,-4,2
O=C(OC(C(=O)NCc1ccccc1)c1ccccc1)c1ccco1 (stereo not given),-5,0.0,-2,1,6,0,3,-45,0
CCCN1CCC(=O)N(CCSc2ccccc2)CC1,5,0.7,0,7,3,1,5,1,4
C=CCNC(=S)N/N=C(\C)c1ccc(-n2ccnc2)cc1,-12,-0.5,0,89*,2,3,-2,1,-3
COc1cccc2c1Oc1cc([N+](=O)[O-])cc(N(C)C(C)=O)c1C=C2,6,1.4,-7,3,-2,0,0,-1,0
COC(=O)c1ccc(NC(=O)CN2CCN(c3ccc(Cl)cc3)CC2)cc1,2,-1.2,8,-1,-3,-4,4,4,-1
O=C(/C=C/c1ccc(F)cc1)NCCNC(=O)/C=C/c1ccc(F)cc1,-6,1.0,-6,1,3,-1,x,1,-1
COc1ccccc1N1C(=O)C2CC(C)=C(C)CC2C1=O (stereo not given),3,1.0,-7,6,3,-2,8,1,4
Cc1c(C(=O)Cc2ccccc2)n(C)c2ccccc12,6,-3.6,-3,14,1,-1,1,2,0
COc1ccc(NS(=O)(=O)c2ccc3c(c2)CCO3)cc1,3,-0.1,5,-1,1,-4,2,9,-1
COc1ccc(OC)c(C(=O)c2ccc(C(=O)O)cc2)c1,-6,10*,-4,-2,0,-14,-3,0,4
COc1cc(C)c(Cl)cc1S(=O)(=O)NCC1CCCO1 (stereo not given),3,2.5,-3,0,3,-2,2,0,1
O=C(Nc1ccc(NC(=O)c2ccco2)c(Cl)c1)c1ccc2c(c1)OCCO2,-14,0.3,5,29,1,-1,-34,-2,-2
Cc1cccc(SC2CCN(C(=O)C3CCC(=O)N(C4CC4)C3)CC2)c1 (stereo not given),-7,0.0,-5,-1,-3,4,6,5,-1
Cc1oc2cc([N+](=O)[O-])c(O)c([N+](=O)[O-])c2c1C(=O)c1ccc(Br)cc1,-14,3.4,-4,9,10,9,8,3,3
Cc1ccc2nc(C)cc(C(=O)N3CCCC(CO)(Cc4ccccc4C)C3)c2c1 (stereo not given),3,3.4,7,4,6,1,3,3,-1
COc1c2occc2c(OC)c2c(=O)cc(C(F)(F)F)oc12,6,0.3,6,84*,11,-1,-2,-1,-1
Cc1ccc(Cl)cc1-n1c(=O)cc(N2CCN(C(=O)c3ccco3)CC2)[nH]c1=O,-1,2.0,-3,5,-3,-4,-2,-2,7
Cc1ccc(S(=O)(=O)Nc2cc(C(=O)N3CCOCC3)ccc2N2CCCCC2)cc1,10,0.6,-14,-1,-3,-1,20,5,5
CCN1CCN(C(c2cccs2)C(C)NC(=S)Nc2cccc(C)c2C)CC1 (stereo not given),0,2.8,2,0,3,-4,7,2,-3
CCn1c(=O)cc(OCC(=O)NCCc2cccc(C)c2)c2ccccc21,7,1.2,9,17,3,1,2,0,0

3 compounds from above, ordered by number of heavy atoms, rising.
SMILES,proCasp7 act,PP5 primary,procasp3 activ,AHR act,core dimer inh,PP1 inh,PAFAH2 inh,CTSL1 counter,TPT1 inh
COc1cc(C)c(Cl)cc1S(=O)(=O)NCC1CCCO1 (stereo not given),3,2.5,-3,0,3,-2,2,0,1
CCN1CCN(C(c2cccs2)C(C)NC(=S)Nc2cccc(C)c2C)CC1 (stereo not given),0,2.8,2,0,3,-4,7,2,-3
O=C(Nc1ccc2c(c1)OCO2)C(c1ccccc1)N1CCC2(CC1)OCCO2 (stereo not given),7,1.5,3,11,-4,-2,-5,3,-2

Remaining list, next part:
SMILES,proCasp7 act,PP5 primary,procasp3 activ,AHR act,core dimer inh,PP1 inh,PAFAH2 inh,CTSL1 counter,TPT1 inh
CN(Cc1ccccc1)C(=O)c1ccc(NC(=O)Cc2cccc(NC(=O)C3CCN(C(=O)C4CCC4)CC3)c2)cc1,2,0.2,1,-1,x,-4,-5,x,x
COc1ccc(C2CCCN2C(=O)Nc2cccc(C(C)=O)c2)cc1OC (stereo not given),4,3.0,0,1,-1,2,-2,-1,0
CN(CCOc1ccccc1)CC(=O)Nc1ccc([N+](=O)[O-])cc1Cl,3,2.9,5,0,5,-2,3,-1,-2
Cn1c(CCN2CCCC2)nc2cc(NS(=O)(=O)c3ccc(Cl)cc3)ccc21,5,1.0,2,-1,10,3,5,-2,4
COc1ccc(-c2nnc(N(C)C(=O)C3CCOC3)s2)cc1 (stereo not given),-4,5.5,5,-5,2,-2,-3,-2,3
CCOC(=O)c1c(N2C(=O)Nc3ccccc3N2O)sc2c1CCCC2,1,0.3,5,3,7,0,-5,11,0
Cc1cc(Nc2ccccc2F)n2ncnc2n1,1,-1.0,4,-1,2,-2,1,-1,-3
Cc1nc(SCC(C)C)[nH]c(=O)c1Cc1ccccc1,-3,1.3,-6,2,11,-1,4,3,-1
CN(C)C(CNC(C(=O)Nc1ccc(F)cc1)c1ccccc1)c1ccccc1 (stereo not given),11,-0.4,-4,1,-8,-2,4,-3,-2
Cc1ccc(C(=O)O)cc1NC(=O)c1ccc(Cn2nc(C)c(Cl)c2C)o1,2,0.6,4,-1,0,0,1,-3,-2
Cc1nc(CSc2n[nH]c(=O)n2-c2cccc(F)c2)cs1,5,1.1,5,0,2,-4,-11,-1,2
COc1ccc2c(c1)[nH]c1c(=O)n(N)cnc12,-2,2.0,-4,43,-3,-2,-2,0,-2
CCN(CC)CCn1c(=S)[nH]c2cc(C(=O)NCc3ccccc3Cl)ccc2c1=O,-18,1.8,-6,13,4,-3,15,1,2
COCCn1c(C)cc(/C=C2/NC(=O)N(Cc3ccc(C)cc3)C2=O)c1C,-10,4.3,3,28,16,6,-6,4,4
CCc1cccc(NC(=O)CCNS(=O)(=O)c2cc(Br)cnc2N)c1,4,0.3,6,7,-5,0,-5,4,-6
Cn1c(CO)cnc1S(=O)(=O)Cc1c(Cl)cccc1Cl,6,-2.2,-6,3,-15,-3,1,2,-4
CN(C(=O)c1cccnc1)c1nc(-c2ccccc2)cs1,4,1.4,-1,0,-2,-2,-8,-2,1
CCN(CC)c1nc(-c2cccc(OC)c2O)nc2ccccc12,5,6.1,-13,25,8,1,7,3,-4
COc1ccc(N2CCN(C(=O)CSc3nnc(-c4cc5ccccc5cc4O)n3C)CC2)cc1,-9,2.2,-7,4,5,4,2,3,5
O=C(Nc1ccc(Oc2ccc(NC(=O)c3ccco3)c(NC(=O)c3ccco3)c2)cc1)c1ccco1,-1,4.2,-5,12,16,-2,-13,2,0
CCOC(=O)c1ccc(NC(=O)COc2ccc(S(=O)(=O)N3CCCC3)cc2)cc1,20,0.1,-3,6,-1,-1,0,-1,0
COC(=O)C(C(=O)OC)c1ccc(-n2cccc2)cc1,-1,2.0,2,-1,-1,-3,-9,0,-1
O=C(CN1CCN(Cc2ccccc2)CC1)Nc1ccc(N2CCOCC2)cc1,5,0.4,10,0,0,0,2,1,4
C[C@@H](C(=O)CC(=O)OC(C)(C)C)[C@@H](O)c1ccccc1,2,1.7,2,3,-4,-7,5,-2,5
Cc1ccc2ccc3cccnc3c2n1,-9,0.3,1,8,1,1,4,-1,-2
COc1ccc2ccccc2c1CN1CCCC(CO)C1 (stereo not given),0,-1.7,3,1,-3,-3,2,-2,2
Cn1nccc1C(=O)Nc1ccc(OC(=O)c2ccnn2C)cc1,2,3.0,-1,1,-3,-2,6,-2,0
Cn1c(SCc2nc3ccccc3c(=O)[nH]2)nnc1-c1ccco1,12,-1.5,2,0,9,-1,0,1,-2
CC1CC(C)CN(S(=O)(=O)c2ccc(F)c(C(=O)Nc3ccc(Cl)cc3F)c2)C1 (stereo not given),-5,-1.2,1,1,9,-5,4,1,-3
O=C(Nn1c(-c2ccc(Br)cc2)nc2ccccc2c1=O)c1cccnc1,-1,-2.2,9,39,6,0,14,3,3
Cc1cccc(/C=C/C(=O)c2ccc(N3CCOCC3)cc2)c1,-1,1.2,2,-4,2,-1,x,4,1
CN(Cc1ccccc1)C(NC(=O)c1ccccc1)C(Cl)(Cl)Cl (stereo not given),-8,-0.8,-1,1,0,-2,1,-1,-3
CCOc1ccc(C(O)C(CN2CCOCC2)c2ccccc2)cc1 (stereo not given),8,-0.3,-7,-1,-1,-2,2,1,-3
O=C(O)C1CC=CCC1C(=O)Nc1ccc(Oc2ccc(Cl)cc2)cc1 (stereo not given),0,1.4,6,4,-1,3,-2,-5,3
O=C(Nc1ccc(F)cc1)N1CCC(c2nc3c(nnn3Cc3cccc(Cl)c3)c(=O)[nH]2)CC1,-1,3.4,-1,0,11,6,0,-2,-1
Cn1cnnc1Sc1ccc(C(=O)NCCC(c2ccccc2)c2ccccc2)cc1[N+](=O)[O-],-1,0.3,2,-3,16,1,-1,3,0
O=C(N/N=C\c1cn(-c2ccccc2)nc1-c1ccccc1)c1ccc2c(c1)OCO2,1,3.0,-5,-2,19,3,-35,4,-1

Compound profiles, as listed above. Order of screens: proCasp7 act	PP5 primary	procasp3 activ	AHR act	core dimer inh	PP1 inh	PAFAH2 inh	CTSL1 counter	TPT1 inh
`COC(=O)C(C(=O)OC)c1ccc(-n2cccc2)cc1` is listed as -1	2.0	2	-1	-1	-3	-9	0	-1
`CN(Cc1ccccc1)C(=O)c1ccc(NC(=O)Cc2cccc(NC(=O)C3CCN(C(=O)C4CCC4)CC3)c2)cc1` is listed as 2	0.2	1	-1	x	-4	-5	x	x
`Cc1cc(NC(=O)Nc2ccc(OCc3ccccc3)cc2)n(C)n1` is listed as -9	1.3	5	1	7	3	7	-4	0
